ASM inhibitor: Inhibitors of Secretory Acid Sphingomyelinase (S-ASM): qHTS; placental ASM, HMU-PC fluorogenic substrate, 60 min; 0.006% of 340,000 active; Potency, µM (doses to about 57.5 µM), for the others: at the highest dose activity change, negative = inhibition, usual class: inhibitors; Sphingomyelin phosphodiesterase (Homo sapiens), P17405; AID 504937, 2011; also: potency is read from the fitted curve at half-maximal effect
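Human placenta-derived ASM enzyme was preincubated with compound for 10 minutes at room temperature, then given fluorogenic substrate HMU-PC0 (9 uM final) for 60 minutes at 37 °C; a pH 10 stop preceded fluorescence reading at Ex 386/Em 447 nm.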
MBNL1 CUG block: qHTS Assay for Inhibitors of MBNL1-poly(CUG) RNA binding | Muscleblind-like protein 1 (Homo sapiens), Q9NR56 | TR-FRET MBNL1-His/biotin-(CUG)12 binding, 665/545 ratio | Potency, µM (doses to about 57.5 µM), for inactives: top-dose activity change, negative = inhibition, hits mostly inhibitors | 0.036% of 280,000 active; active = well fitted inhibition curve with a large enough effect in the signal ratio, with a control signal flat, not every such curve was filed as active; inconclusive = small, poorly fitted or top-dose-only effect, or effect the other way, or a change in a side signal; inactive = no such curve, though single readings can be large or run the other way; the % refers to the signal ratio; also: potency is read from the fitted curve at half-maximal effect; % is scaled to controls: 0 for no effect and ±100 for the full control effect
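MBNL1-His + Biotin-(CUG)12, cpd titration 92 nM–58 uM; Tb anti-His Ab 0.055 ng/ul, SA-XL665 5 nM (final); 60 min RT; ratiometric 665/545 nm, Ex 340 nm; normalized to buffer and full-complex controls.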
a7 integrin act: qHTS for Activators of Integrin-Mediated Alleviation for Muscular Dystrophy; alpha7betagal myoblasts, beta-gal FDG fluorescence, 48 h; Potency, µM (doses to about 38.3 µM), without a hit: top-dose activation, usual class: activators; 0.064% of 350,000 active;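 also: potency is read from the fitted curve at half-maximal effect; 100% = response of the positive control SU9516; nearly all actives have a fitted effect of over 60% in size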
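alpha7betagal+/- myoblasts (passage 13, 250/well) treated 48 h at 37C with compounds at 1:260 dilution of DMSO stock. Lysed, then beta-galactosidase activity read as FDG fluorescence (ex 480/em 540) after 30 min, with pre-read for autofluorescence.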
TSHR antagonist: Antagonists of the Thyroid Stimulating Hormone Receptor: HTS campaign; Thyrotropin receptor (Homo sapiens), P16473; TSHR-expressing cells, TSH-stimulated cAMP HTRF, 2 h; hits give low values; activity change, negative = inhibition, % at 11.5 µM; 0.2% of 330,000 active; AID 504810, 2011;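 active = activity change below a set negative limit, meaning inhibition stronger than a set level, cut at about -70% in these data; inconclusive = activity change between two set negative limits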; also: % is scaled to controls: 0 for no effect and ±100 for the full control effect
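Read-out is FRET at 665 nm (cryptate excitation 337 nm) from a cryptate-tagged anti-cAMP antibody, competed by cell cAMP against cAMP-d2. Compounds are tested on freshly harvested TSHR cells challenged with 4nM TSH (EC80) for 2 hours at 37 deg C.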
A-T KAP1 phos: qHTS Assay for Identifying a Potential Treatment of Ataxia-Telangiectasia; […] A-T fibroblasts, KAP-1 phosphorylation AlphaLISA; neocarzinostatin DNA damage 30 min before lysis; Potency, µM (highest dose often 57.5 µM), inactives show top-dose activation, usual class: activators; 0.19% of 320,000 active; also: potency is read from the fitted curve at half-maximal effect; % of control where 0% means no effect; nearly all actives have a fitted effect of over 45% in size
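ATM-like activity read as KAP-1 phosphorylation via AlphaLISA donor/acceptor antibody pairs after lysis and 6 hr at 25C. Cells were ATM-null patient fibroblasts ([…], hTERT), dosed 60 min, then exposed to the DSB inducer NCS for 30 min.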
TCR act: Activators of T cell receptors: qHTS campaign. primary human leukocytes, anti-CD3, IL-2 HTRF, 48 h. Potency, µM (highest dose often 9.22 µM), for the others: top-dose activation of IL-2 secretion, actives largely listed as activators. 330,000 tested, under 10 active. AID 504894, 2011; also: % of control where 0% means no effect
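IL-2 release read by HTRF sandwich (Eu cryptate donor, d2 acceptor, 665 nm emission) after 48 hr exposure of primary human leukocytes to compound together with anti-CD3 beads in the absence of co-stimulatory signals.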
CXXC DNA block: qHTS Fluorescence Polarization Assay for Inhibitors of MLL CXXC domain - DNA interaction. AID 2662, 2010. 0.037% of 290,000 active. MLL-CXXC / FITC-HOXA9 DNA fluorescence polarization. Histone-lysine N-methyltransferase 2A (Homo sapiens), Q03164. Potency, µM (doses to about 115 µM), without a hit: top-dose activity change, negative = inhibition, usual class: inhibitors; active = well fitted inhibition curve with a large enough effect in the polarisation, with a control signal flat, not every such curve was filed as active; inconclusive = small, poorly fitted or top-dose-only effect, or effect the other way, or a change in a side signal; inactive = no such curve, though single readings can be large or run the other way; the % refers to the polarisation; also: potency is read from the fitted curve at half-maximal effect
Target sequence (Q03164 whole entry, looked up, the tested form may be a part): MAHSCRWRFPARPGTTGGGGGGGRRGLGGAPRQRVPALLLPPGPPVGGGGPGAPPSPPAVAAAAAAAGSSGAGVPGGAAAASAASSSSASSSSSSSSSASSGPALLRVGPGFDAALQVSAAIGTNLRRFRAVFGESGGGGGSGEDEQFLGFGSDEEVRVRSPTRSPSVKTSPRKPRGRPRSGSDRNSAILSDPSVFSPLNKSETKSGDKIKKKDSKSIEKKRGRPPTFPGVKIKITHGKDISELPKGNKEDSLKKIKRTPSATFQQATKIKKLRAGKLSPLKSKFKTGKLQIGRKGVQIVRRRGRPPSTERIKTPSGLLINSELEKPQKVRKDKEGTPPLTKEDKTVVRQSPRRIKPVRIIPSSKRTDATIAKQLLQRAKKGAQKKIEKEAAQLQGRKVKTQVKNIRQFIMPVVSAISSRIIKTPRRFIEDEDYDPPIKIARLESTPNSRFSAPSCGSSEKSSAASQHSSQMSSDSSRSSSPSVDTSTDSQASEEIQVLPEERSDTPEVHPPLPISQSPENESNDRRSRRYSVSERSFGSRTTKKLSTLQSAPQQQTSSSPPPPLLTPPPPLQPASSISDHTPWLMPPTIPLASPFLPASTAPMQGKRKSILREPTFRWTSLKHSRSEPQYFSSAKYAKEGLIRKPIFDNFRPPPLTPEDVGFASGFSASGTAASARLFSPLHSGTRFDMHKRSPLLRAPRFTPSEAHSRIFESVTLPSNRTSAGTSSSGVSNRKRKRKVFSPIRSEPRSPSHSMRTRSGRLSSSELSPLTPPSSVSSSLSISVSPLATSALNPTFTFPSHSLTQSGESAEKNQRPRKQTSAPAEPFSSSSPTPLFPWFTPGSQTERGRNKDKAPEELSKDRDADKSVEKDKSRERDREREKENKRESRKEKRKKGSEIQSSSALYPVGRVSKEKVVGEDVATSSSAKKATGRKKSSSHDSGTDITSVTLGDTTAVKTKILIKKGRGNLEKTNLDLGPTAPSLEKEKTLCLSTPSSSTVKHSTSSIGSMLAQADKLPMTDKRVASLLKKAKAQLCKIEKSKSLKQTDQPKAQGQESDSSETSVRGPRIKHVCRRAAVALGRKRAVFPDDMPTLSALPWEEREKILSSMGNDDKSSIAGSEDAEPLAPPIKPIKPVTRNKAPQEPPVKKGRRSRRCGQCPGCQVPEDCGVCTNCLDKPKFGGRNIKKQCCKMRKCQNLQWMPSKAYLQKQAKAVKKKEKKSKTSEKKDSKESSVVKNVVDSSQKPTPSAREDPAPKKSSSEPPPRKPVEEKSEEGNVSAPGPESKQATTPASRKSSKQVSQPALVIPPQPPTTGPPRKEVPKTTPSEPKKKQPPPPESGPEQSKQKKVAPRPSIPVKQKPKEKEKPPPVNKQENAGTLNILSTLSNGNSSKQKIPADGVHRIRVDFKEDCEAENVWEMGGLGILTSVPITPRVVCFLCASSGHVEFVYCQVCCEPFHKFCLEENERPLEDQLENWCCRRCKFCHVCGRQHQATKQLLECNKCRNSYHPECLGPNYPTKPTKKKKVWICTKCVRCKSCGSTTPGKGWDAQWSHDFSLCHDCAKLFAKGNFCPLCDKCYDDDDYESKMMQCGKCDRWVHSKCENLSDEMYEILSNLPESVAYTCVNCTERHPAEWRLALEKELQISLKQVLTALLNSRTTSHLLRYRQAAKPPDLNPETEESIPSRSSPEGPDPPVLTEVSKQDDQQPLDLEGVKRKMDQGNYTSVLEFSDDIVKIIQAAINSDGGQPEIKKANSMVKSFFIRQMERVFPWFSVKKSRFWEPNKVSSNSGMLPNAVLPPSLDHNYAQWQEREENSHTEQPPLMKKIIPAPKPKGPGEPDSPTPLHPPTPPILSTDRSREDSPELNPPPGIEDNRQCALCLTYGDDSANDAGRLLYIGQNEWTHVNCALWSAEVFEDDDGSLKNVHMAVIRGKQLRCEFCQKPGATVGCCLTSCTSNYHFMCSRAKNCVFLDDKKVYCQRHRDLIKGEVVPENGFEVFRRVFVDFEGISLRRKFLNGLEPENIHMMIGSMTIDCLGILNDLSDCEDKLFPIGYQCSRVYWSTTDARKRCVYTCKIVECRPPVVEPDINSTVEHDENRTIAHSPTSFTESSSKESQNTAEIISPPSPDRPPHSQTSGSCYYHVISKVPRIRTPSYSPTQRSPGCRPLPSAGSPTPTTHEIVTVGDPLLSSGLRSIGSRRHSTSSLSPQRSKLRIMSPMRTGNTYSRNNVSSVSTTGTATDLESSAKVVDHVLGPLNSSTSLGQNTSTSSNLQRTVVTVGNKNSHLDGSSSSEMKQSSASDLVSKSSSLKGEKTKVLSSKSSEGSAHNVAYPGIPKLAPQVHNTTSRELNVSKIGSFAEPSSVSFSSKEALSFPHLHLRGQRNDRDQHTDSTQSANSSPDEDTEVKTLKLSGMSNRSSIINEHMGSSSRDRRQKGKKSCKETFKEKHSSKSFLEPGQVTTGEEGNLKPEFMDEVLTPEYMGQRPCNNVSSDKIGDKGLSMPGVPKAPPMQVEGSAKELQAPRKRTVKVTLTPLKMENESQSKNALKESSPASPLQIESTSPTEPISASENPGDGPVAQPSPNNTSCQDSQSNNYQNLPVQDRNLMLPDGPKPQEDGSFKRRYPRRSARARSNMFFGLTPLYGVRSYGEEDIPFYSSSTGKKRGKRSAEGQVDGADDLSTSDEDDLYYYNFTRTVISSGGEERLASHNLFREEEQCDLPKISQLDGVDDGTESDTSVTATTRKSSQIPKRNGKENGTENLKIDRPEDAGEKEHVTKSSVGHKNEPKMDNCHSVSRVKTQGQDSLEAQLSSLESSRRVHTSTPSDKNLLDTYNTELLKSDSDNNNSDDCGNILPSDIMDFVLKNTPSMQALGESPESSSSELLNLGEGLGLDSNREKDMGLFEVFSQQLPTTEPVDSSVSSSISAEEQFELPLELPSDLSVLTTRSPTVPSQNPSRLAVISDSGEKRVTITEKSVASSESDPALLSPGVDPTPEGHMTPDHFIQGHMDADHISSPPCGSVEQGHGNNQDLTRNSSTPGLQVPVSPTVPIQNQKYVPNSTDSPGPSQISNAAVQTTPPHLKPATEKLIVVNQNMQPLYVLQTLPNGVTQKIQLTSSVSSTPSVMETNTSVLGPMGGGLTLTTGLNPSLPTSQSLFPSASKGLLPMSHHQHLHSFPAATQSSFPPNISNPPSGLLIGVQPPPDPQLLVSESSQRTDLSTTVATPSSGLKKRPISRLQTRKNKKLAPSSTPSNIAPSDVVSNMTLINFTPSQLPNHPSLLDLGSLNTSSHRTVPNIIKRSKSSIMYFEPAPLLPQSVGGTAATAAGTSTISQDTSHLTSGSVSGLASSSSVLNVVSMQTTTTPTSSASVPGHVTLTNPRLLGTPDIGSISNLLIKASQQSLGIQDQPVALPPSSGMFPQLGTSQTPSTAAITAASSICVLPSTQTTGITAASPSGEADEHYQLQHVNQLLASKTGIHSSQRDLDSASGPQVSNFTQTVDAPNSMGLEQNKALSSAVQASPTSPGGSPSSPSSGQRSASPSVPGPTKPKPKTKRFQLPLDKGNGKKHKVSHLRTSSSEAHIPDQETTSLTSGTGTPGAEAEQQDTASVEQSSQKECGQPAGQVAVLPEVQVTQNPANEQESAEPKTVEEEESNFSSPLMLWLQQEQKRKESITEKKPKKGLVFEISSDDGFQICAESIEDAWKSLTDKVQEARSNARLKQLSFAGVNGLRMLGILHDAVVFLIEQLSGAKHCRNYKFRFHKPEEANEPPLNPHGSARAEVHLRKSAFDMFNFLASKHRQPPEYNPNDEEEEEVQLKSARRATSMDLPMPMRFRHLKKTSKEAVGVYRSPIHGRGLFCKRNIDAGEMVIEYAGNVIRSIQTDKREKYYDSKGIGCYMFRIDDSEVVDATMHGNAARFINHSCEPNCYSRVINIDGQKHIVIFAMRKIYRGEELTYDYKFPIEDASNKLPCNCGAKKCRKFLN
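Purified MLL-CXXC (added from a 7 uM solution) was preincubated 5 min at ambient with pinned compounds in 50 mM Tris-HCl pH 7.5, 50 mM NaCl, 1 mM DTT, 0.05% BSA. Fluorescein-labeled HOX-A9 DNA (50 nM solution) followed, 30 min, then polarization read.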
Menin MLL FP TR: qHTS Assay for Inhibitors Targeting the Menin-MLL Interaction in MLL Related Leukemias: Competition With Texas Red Labeled MLL-derived Mutant Peptide; O00255; 0.23% of 270,000 active; Potency, µM (highest dose often 61.6 µM), for the others: at the top dose FP activity change, negative = inhibition, most hits filed as inhibitors; AID 1768, 2009; Menin + Texas Red MLL mutant peptide, fluorescence polarization; active = well fitted inhibition curve with a large enough effect in the polarisation, with a control signal flat, not every such curve was filed as active; inconclusive = small, poorly fitted or top-dose-only effect, or effect the other way, or a change in a side signal; inactive = no such curve, though single readings can be large or run the other way; the % refers to the polarisation; also: potency is read from the fitted curve at half-maximal effect; % of control where 0% means no effect; many of its hits are not listed in these tables
Mito fusion yeast: qHTS Assay for Small Molecule Inhibitors of Mitochondrial Division or Activators of Mitochondrial Fusion. Potency, µM (titrated, usually from 46.1 µM), for the others: at the highest dose growth rescue (activation), hits mostly activators. S. cerevisiae fusion-defective mutant growth rescue, CellTiterGlo 48 h. 0.23% of 320,000 active. AID 485298, 2010;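 also: potency is read from the fitted curve at half-maximal effect; % of control where 0% means no effect; nearly all actives have a fitted effect of over 45% in size; temperature-sensitive fusion mutants such as fzo1-1 at 37 °C on non-fermentable ethanol glycerol medium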
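Compounds are tested for their ability to restore growth of mitochondrial fusion-defective yeast strains at non-permissive 37C in YPEG medium over 48 hours. Viability is quantified by luciferase luminescence.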
PTAP TSG101 blk: qHTS Assay for Iinhibitors of HIV-1 Budding by Blocking the Interaction of PTAP/TSG101. 340,000 tested, under 10 active. Fluorescence polarization, FITC-PTAP peptide / Tsg101 binding. Tumor susceptibility gene 101 protein (Homo sapiens), Q99816. Potency, µM (top dose mostly 115 µM), for the others: top-dose activity change, negative = inhibition, actives largely listed as inhibitors; active = well fitted inhibition curve with a large enough effect in the main read-out, with a control signal flat, not every such curve was filed as active; inconclusive = small, poorly fitted or top-dose-only effect, or effect the other way, or a change in a side signal; inactive = no such curve, though single readings can be large or run the other way; also: potency is read from the fitted curve at half-maximal effect; % of control where 0% means no effect
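FP read-out: FITC-PTAP peptide, 50 nM final, binding Tsg101 binding domain, 10 uM final; 20 min, r.t.; 10 mM HEPES pH 7.5, 0.15 M NaCl, 0.01% Tween 20, 3 mM EDTA, 0.1 mM TCEP.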
Starred values were filed as active, the others as inactive; i = inactive; ? = inconclusive; / = no result given; [ ] = another dose, or the depositor's remark. Unless noted, calls follow the shape of the dose curve; as a rule, active = well fitted curve in the direction sought with a large enough effect; inconclusive = small, poorly fitted or top-dose-only effect, or another doubt; inactive = no such curve, though single readings can be large; an effect the other way counts as inactive or inconclusive. Only part of the results is shown; count on the stated rates, not on these rows.

SMILES	ASM inhibitor	MBNL1 CUG block	a7 integrin act	TSHR antagonist	A-T KAP1 phos	TCR act	CXXC DNA block	Menin MLL FP TR	Mito fusion yeast	PTAP TSG101 blk
Clc1ccc(CSc2nncn2-c2ccc3c(c2)OCCO3)cc1	0%	-11%	-17%	-2	4%	-1%	0%	/	-11%	0%
O=C(CCN1C(=O)/C(=C/c2ccc(F)cc2)SC1=S)NNC(=O)c1ccncc1	-3%	11%	-13%	3	-3%	-53%	14%	9%	-3%	-8%
CC(C)CCn1c(CN2CC(C)OC(C)C2)nc2c1c(=O)n(C)c(=O)n2C (configuration not stated)	3%	1%	-13%	8	-1%	1%	/	-1%	-30%[inhibitor]	-4%
COc1cccc(CN2CC(C(=O)NCCN3CCOC3=O)CCC2=O)c1 (configuration not stated)	4%	-2%	-8%	10	5%	3%	7%	-11%	-8%	-2%
O=C(CSc1ccc2nnc(-c3cccnc3)n2n1)N1CCc2ccccc21	/	39%[activator]	/	8	-3%	/	2%	-25%	0%	/
CCN(CC)CCCNC(=O)c1cc2c(=O)n(C)c3ccccc3c2n1C	0%	-9%	0%	-4	-5%	-2%	-1%	9%	0%	-4%
O=S(=O)(c1ccc(OC(F)(F)F)cc1)N1CCCC(c2ccccc2)C1 (configuration not stated)	-5%	29%	-3%	-10	10%	-5%	17%	?	-18%	2%
CCOC(=O)c1c(NC(=O)C2c3ccccc3Oc3ccccc32)sc(C(C)=O)c1C	-13%	29%	-22%	-10	0%	-11%	-8%	-20%	10%	-5%
Cc1ccc(-c2cn3cccnc3n2)cc1	i	?	11%	-35	7%	-2%	3%	?	?	-1%
Cc1ccccc1NC1=NS(=O)(=O)c2ccccc21	2%	-3%	-7%	12	1%	-5%	5%	5%	-5%	-3%
CCC(C)[C@H](NC(=O)C1CC(=O)N(c2ccc3c(c2)OCO3)C1)C(=O)NC1CCCCC1 (some centres not stated)	4%	-3%	-16%	-7	-3%	2%	3%	-12%	-4%	?
COc1ccccc1-c1c(C)nn2c(N)c(-c3ccc(Cl)cc3)cnc12	15%	4%	-15%	-2	15%	-4%	37%[activator]	7%	0%	1%
CC(=O)OCC(=O)Nc1ccc(C(C)=O)cc1	7%	-6%	-21%	-10	6%	8%	1%	-5%	0%	-1%
Cn1c(=O)[nH]c(=O)c2c1nc(N/N=C/c1ccncc1)n2Cc1ccc(F)cc1	-6%	-2%	15%	-8	-1%	-1%	3%	/	2%	-2%
CCOCCCNC(=O)COC(=O)/C=C/c1ccc(S(=O)(=O)N2CCc3ccccc32)cc1	-2%	?	-20%	-13	2%	0%	22%	-13%	1%	0%
COc1ccc(S(=O)(=O)CCC(=O)N2CCN(c3ccc(C(C)=O)cc3)CC2)cc1	4%	10%	-31%	-13	3%	-4%	6%	/	1%	0%
CCCn1c(N)c(N(CCOC)C(=O)CSc2cc(C)c3ccccc3n2)c(=O)[nH]c1=O	3%	/	10%	/	/	-2%	/	/	/	1%
Cc1cc(OC(=O)c2cccc(C(F)(F)F)c2)c([N+](=O)[O-])c(=O)[nH]1	3%	4%	10%	8	7%	1%	1%	-8%	2%	-1%
O=C(COc1nncc2ccccc12)NCCC1=CCCCC1	-3%	10%	8%	-6	8%	2%	0%	-4%	6%	-8%
CCOC(=O)C1CCN(C(=O)c2ccc(Br)o2)CC1	2%	2%	-17%	18	/	-2%	0%	?	6%	0%
COc1cc(/C=C2\SC(=S)N(NS(=O)(=O)c3ccc(C)cc3)C2=O)cc(OC)c1OC	?	24%	-11%	-1	-12%	-7%	?	/	10%	-2%
CCN1CCCC(CO)(Cc2ccccc2)C1 (configuration not stated)	2%	-9%	12%	-4	4%	0%	-8%	12%	-5%	-6%
CC1CCN(c2c(NCc3ccc(C(=O)NCCc4ccc(Cl)cc4)cc3)c(=O)c2=O)CC1	-2%	7%	13%	-3	2%	5%	2%	9%	1%	-1%
Cc1cc2n(n1)SC(Nc1ccc(F)cc1)N2 (configuration not stated)	-1%	-12%	12%[7.66 µM]	-4	0%	-7%[46.1 µM]	-6%	-10%	1%	0%
Cc1nc(-c2cc(-c3ccc(Cl)cc3)no2)cs1	-1%	-3%	-13%	-9	2%	0%	11%	4%	6%	-1%
COc1ccc(S(N)(=O)=O)cc1C(N)=O	5%	-6%	?	27	3%	5%	4%	25%	1%	-7%
CCC(C)(C)NC(=O)C(c1cccc(OC)c1OC)N(CCC(C)C)C(=O)CCC(=O)Nc1cc(C)on1 (configuration not stated)	-6%	8%	9%	4	-3%	-15%	0%	-17%	5%	-5%
CC(C)C(OC(=O)/C=C/c1ccc2c(c1)OCO2)C(=O)NC(N)=O (configuration not stated)	29%	2%	15%	17	0%	4%	16%	1%	7%	0%
C/C(=N\NC(=O)OC(C)(C)C)c1ccccc1Br	7%	-10%	23%	-2	6%	8%	3%	?	0%	0%
CCOC(=O)C1CCN(S(=O)(=O)c2ccc(OC)c(C(=O)N3CCCCCC3)c2)CC1	-3%	-12%	3%	-2	-6%	1%	-1%	?	10%	-4%

Pulled by compound from above (3):
SMILES	ASM inhibitor	MBNL1 CUG block	a7 integrin act	TSHR antagonist	A-T KAP1 phos	TCR act	CXXC DNA block	Menin MLL FP TR	Mito fusion yeast	PTAP TSG101 blk
CC(C)C(OC(=O)/C=C/c1ccc2c(c1)OCO2)C(=O)NC(N)=O (configuration not stated)	29%	2%	15%	17	0%	4%	16%	1%	7%	0%
C/C(=N\NC(=O)OC(C)(C)C)c1ccccc1Br	7%	-10%	23%	-2	6%	8%	3%	?	0%	0%
Cc1cc2n(n1)SC(Nc1ccc(F)cc1)N2 (configuration not stated)	-1%	-12%	12%[7.66 µM]	-4	0%	-7%[46.1 µM]	-6%	-10%	1%	0%

Further entries follow.
SMILES	ASM inhibitor	MBNL1 CUG block	a7 integrin act	TSHR antagonist	A-T KAP1 phos	TCR act	CXXC DNA block	Menin MLL FP TR	Mito fusion yeast	PTAP TSG101 blk
CCOC(=O)N1CCN(S(=O)(=O)N2CCCC(C(=O)NCc3ccc(OC)cc3)C2)CC1 (configuration not stated)	6%	-5%	14%	3	7%	4%	5%	?	5%	-1%
C=CCN1C(=NC(=O)COc2ccc(Cl)cc2)SC2CS(=O)(=O)CC21 (configuration not stated)	-1%	1%	44%	-10	0%	-10%	8%	20%	-7%	-5%
COc1ccccc1CNC(=O)c1cc(C2CC2)nc2c1cnn2C(C)C	-2%	/	-8%	-12	3%	1%	/	/	26%	-6%
CC1=C(C(=O)OCCCCCl)C(c2cc3c(cc2Br)OCO3)NC(=O)N1 (configuration not stated)	-3%	5%	-30%	-9	10%	0%	-2%	-11%	1%	1%
COc1ccc(CNC(=O)COC(=O)c2ccc3ccccc3n2)cc1	-2%	/	-9%	/	3%	-1%	/	/	/	-4%

Among those listed so far, these contain an NH in an aromatic ring:
SMILES	ASM inhibitor	MBNL1 CUG block	a7 integrin act	TSHR antagonist	A-T KAP1 phos	TCR act	CXXC DNA block	Menin MLL FP TR	Mito fusion yeast	PTAP TSG101 blk
Cn1c(=O)[nH]c(=O)c2c1nc(N/N=C/c1ccncc1)n2Cc1ccc(F)cc1	-6%	-2%	15%	-8	-1%	-1%	3%	/	2%	-2%
CCCn1c(N)c(N(CCOC)C(=O)CSc2cc(C)c3ccccc3n2)c(=O)[nH]c1=O	3%	/	10%	/	/	-2%	/	/	/	1%
Cc1cc(OC(=O)c2cccc(C(F)(F)F)c2)c([N+](=O)[O-])c(=O)[nH]1	3%	4%	10%	8	7%	1%	1%	-8%	2%	-1%

Screening results from PubChem BioAssay.
